# High-throughput results deposited in PubChem by The Scripps Research Institute Molecular Screening Center.
# LYPLA2 counter: LYPLA2 (human) inhibition in PME1 counter-screen; recombinant LYPLA2, FP-Rh probe fluorescence polarization; inhibition, % at 5.9 µM; actives 0.38% (n = 320,000); AID 2177;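 active = inhibition above the screen-wide mean plus 3 SD, limit set per campaign, cut at about 26% in these data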;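 note: 0% = LYPLA2 with DMSO and 100% = wells lacking LYPLA2 enzyme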
# PAFAH1B3 inh: PAFAH1B3 (human) inhibition; inhibition, % at 3.39 µM; actives 0.28% (n = 340,000); recombinant PAFAH1B3, FP-rhodamine probe, fluorescence polarization;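 active = inhibition above the screen-wide average of all tested compounds plus 3 SD, cut at about 25% in these data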;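 note: 0% = enzyme with DMSO only and 100% = wells lacking PAFAH1B3 protein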
# Target sequence (Q15102 whole entry, looked up): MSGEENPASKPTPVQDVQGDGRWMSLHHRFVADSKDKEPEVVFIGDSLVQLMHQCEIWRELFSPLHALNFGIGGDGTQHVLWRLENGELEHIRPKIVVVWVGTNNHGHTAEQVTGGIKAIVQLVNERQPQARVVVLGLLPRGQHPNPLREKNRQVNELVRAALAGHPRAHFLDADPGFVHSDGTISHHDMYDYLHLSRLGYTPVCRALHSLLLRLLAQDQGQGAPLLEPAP
# PAD4 FP inh: inhibitors of human PAD4; recombinant PAD4, RCA probe fluorescence polarization; inhibition, % at 6.36 µM; actives 0.41% (n = 330,000); AID 485272;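 active = percent inhibition above a cutoff equal to the mean of all tested compounds plus 3 SD, cut at about 15% in these data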;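 note: 0% = PAD4 with RCA probe and DMSO and 100% = probe without PAD4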
# EBNA-1 inh: blocks EBNA-1 binding to DNA. actives 0.34% (n = 300,000). AID 1950. EBNA-1 DNA binding, fluorescence polarization. inhibition, % at 14.8 µM; in the data active = inhibition above about 28%
# LYPLA1 inh: counter-screen for PME1 inhibitors: inhibitors of human LYPLA1; inhibition, % at 5.9 µM; O75608; actives 0.16% (n = 320,000); recombinant LYPLA1, FP-Rh probe fluorescence polarization;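 active = inhibition above the mean of all tested compounds plus 3 SD, set per campaign, cut at about 14% in these data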;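 note: inhibitors block serine hydrolase probe labeling of LYPLA1 so polarization falls; 0% = enzyme with DMSO and 100% = wells lacking LYPLA1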
# Target sequence (O75608 whole entry, looked up): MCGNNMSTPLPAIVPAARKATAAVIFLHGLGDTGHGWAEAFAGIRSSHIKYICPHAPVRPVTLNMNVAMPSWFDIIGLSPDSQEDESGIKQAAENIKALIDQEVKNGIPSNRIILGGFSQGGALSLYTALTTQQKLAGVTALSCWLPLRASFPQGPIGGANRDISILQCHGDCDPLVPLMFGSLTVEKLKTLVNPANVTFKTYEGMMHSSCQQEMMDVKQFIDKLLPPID
# PAFAH2 FP inh: PAFAH2 (human) inhibition | Q99487 | recombinant PAFAH2, FP-rhodamine activity probe, fluorescence polarization | inhibition, % at 3.39 µM | actives 0.99% (n = 340,000) | AID 492956;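 active = inhibition above the mean over all tested compounds plus 3 SD, cut at about 30% in these data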;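 note: inhibitors block probe labeling of enzyme so polarization drops; 0% = enzyme with DMSO and 100% = wells lacking PAFAH2 protein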
# GSTO1 counter: blocks human GSTO1 in RBBP9 counter-screen. inhibition, % at 5.96 µM. actives 1.1% (n = 300,000). AID 1974. recombinant GSTO1, activity-based probe fluorescence polarization;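 active = inhibition above the campaign mean inhibition plus 3 SD, cut at about 35% in these data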;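 note: 0% = GSTO1-1 with DMSO and 100% = wells lacking GSTO1-1 enzyme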
# Target sequence (P78417 whole entry, looked up): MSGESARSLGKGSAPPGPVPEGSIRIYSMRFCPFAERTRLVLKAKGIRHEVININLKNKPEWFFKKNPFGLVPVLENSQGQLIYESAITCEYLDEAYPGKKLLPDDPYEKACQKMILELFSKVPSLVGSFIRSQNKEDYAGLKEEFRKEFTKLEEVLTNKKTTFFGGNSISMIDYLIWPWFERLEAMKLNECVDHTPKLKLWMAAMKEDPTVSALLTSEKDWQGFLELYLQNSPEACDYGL
# ZTA DNA inh: counter-screen for EBNA-1 inhibitors: inhibitors of Epstein-Barr virus ZTA; P03206; ZTA-DNA binding, fluorescence polarization; inhibition, % at 11 µM; actives 0.15% (n = 320,000); in the data active = inhibition above about 33%
# Target sequence (P03206 whole entry, looked up): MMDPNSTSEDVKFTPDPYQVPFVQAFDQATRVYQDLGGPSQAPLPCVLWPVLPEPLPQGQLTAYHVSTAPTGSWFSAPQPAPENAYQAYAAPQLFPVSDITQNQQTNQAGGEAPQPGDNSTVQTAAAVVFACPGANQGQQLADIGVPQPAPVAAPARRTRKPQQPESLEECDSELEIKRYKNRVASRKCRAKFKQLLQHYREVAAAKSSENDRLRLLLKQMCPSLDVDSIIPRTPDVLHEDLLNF
# PREPL inh: inhibitors of human prolyl oligopeptidase-like enzyme PREPL | recombinant PREPL, fluorescence polarization activity-based probe | inhibition, % at 5.96 µM | actives 0.68% (n = 320,000); in the data active = inhibition above about 43%;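 note: 0% = enzyme with DMSO and 100% = wells lacking enzyme; many of its hits are not listed in these tables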
# * marks the source's active call; other numbers are inactive results; . = no result given. Some of the compounds tested, so the mix of outcomes need not match the whole.
# Every second line gives: LYPLA2 counter, PAFAH1B3 inh, PAD4 FP inh, EBNA-1 inh, LYPLA1 inh, PAFAH2 FP inh, GSTO1 counter, ZTA DNA inh, PREPL inh
O=C(CN1C(=O)NC(Cc2c[nH]c3ccccc23)C1=O)Nc1cccc(S(=O)(=O)N2CCCC2)c1 (stereo unspecified)
  0, 2, 0, -7, 0, -4, -5, -11, 39
CCOCCCNC(=O)c1cc2c(-c3ccc(Cl)cc3)nn(C)c2s1
  -32, -7, 3, -3, -52, -1, -9, 4, -1
COc1ccc(CN(C)C(=O)c2sccc2-c2ccccc2)c(OC)c1
  2, -13, 0, -1, 0, -4, -5, -13, -5
COc1ccc(CN2C(=O)N(c3ccc(OC)cc3)C(=O)C2CC(=O)Nc2ccccc2)cc1 (stereo unspecified)
  0, -7, -1, -2, -4, -4, 1, -4, -9
Cc1nn(-c2ccccc2)c(C)c1/C=N/NC(=O)c1ccccc1NS(=O)(=O)c1cccs1
  1, 4, 4, -6, 1, 5, -102, 11, 4
Cc1cccc(NS(=O)(=O)c2ccc(C3CCCCC3)cc2)n1
  0, 3, -1, -9, 0, -1, 2, -6, 9
Nc1nc2c3ccccc3nc(Cc3ccccc3)n2n1
  -1, -1, -5, 3, -3, 1, -3, 8, -4
COc1ccc(C(=O)Nc2ccccc2C(=O)N2CCCCC2C)cc1 (stereo unspecified)
  -6, 3, -3, -10, 3, 4, 2, -14, 7
CCN1CCN(C(=S)NC(CC(=O)c2ccccc2)c2ccccc2)CC1 (stereo unspecified)
  -3, 3, -6, -15, 3, 4, -1, -10, 15
COc1cc(/C=C2/SC(=S)N(c3c(C)n(C)n(-c4ccccc4)c3=O)C2=O)ccc1O
  -145, -114, -13, -1, -58, -159, -63, -2, -76
CC(=O)NCCc1nc2ccccc2n1Cc1ccccc1
  0, -2, 4, -4, 0, -1, 4, -7, -11
Cc1ccc(C2C(C#N)=C(N)N(c3cccnc3)C3=C2C(=O)CCC3)s1 (stereo unspecified)
  -6, 13, -5, -1, -4, 5, 3, 19, 5
O=C(Cc1ccccc1)NCC(=O)OCC(=O)c1cccc([N+](=O)[O-])c1
  2, 3, 1, 7, 0, 1, -2, -2, 5
CCOc1cccc(C(=O)NC2CCCCC2)c1
  5, 10, 3, 9, 2, 7, -2, 5, -3
CN1CCN(C(=O)C2=C[C@@H](c3ccc(C(F)(F)F)cc3)C[C@@H](OCc3ccc(CO)cc3)O2)CC1
  -7, 1, -6, 12, -2, 3, -4, 12, 59*
CCOc1ccc2c(CC)cc(=O)oc2c1OCC
  3, 2, -2, 1, 4, 7, -3, 8, 2
COCC(=O)Oc1c(Sc2ccccc2[N+](=O)[O-])c(C)nn1C(C)(C)C
  2, 8, 3, -8, 0, -3, 14, -23, 4
COc1ccc(O)c(-c2[nH]ncc2C(=O)c2ccccc2)c1
  4, 8, 4, -10, 4, 2, -4, 1, 11
CCCCN(C(=O)CSc1nnc(-c2ccccc2)n1C)c1c(N)n(Cc2ccccc2)c(=O)[nH]c1=O
  -5, -1, 3, -2, -3, -8, 4, 14, 4
COCCC(=O)N1CCC(Oc2ccc(C(=O)NCCSC)cc2)CC1
  3, -4, -7, -7, -2, -4, -1, 4, -9
CCc1cccc2c(C(=O)CN3C(=O)C(=O)N(C4CCCC4)C3=O)c[nH]c12
  -2, 7, -7, ., 1, -1, ., -2, 16
NCCNc1ccc([N+](=O)[O-])cc1
  0, 3, -4, -4, -1, -3, 14, -4, -5
Cn1c(SCC(=O)NC(=O)Nc2ccccc2)nnc1-c1ccncc1
  5, ., 3, 10, -2, ., 7, 0, 4
Cc1ccc(-n2c([O-])nc(-[n+]3ccccc3)c2C=O)cc1
  5, 0, 2, -6, 4, 6, -1, -19, 9
Nc1ccc(-c2nc3ncccc3o2)c(Cl)c1
  -1, 4, -2, -1, -1, -9, -3, -9, -1
Cc1cccc(CNc2ncnc3ccc(-c4cccnc4)cc23)c1
  ., 6, 4, ., ., -3, ., ., -22
C/C(=N\N1CCN(c2ccccc2)CC1)c1ccccc1O
  -7, 11, -1, 0, -1, 6, -2, 12, -2
COc1ccc(C2=NOC(C(=O)NCc3ccco3)C2)cc1OC (stereo unspecified)
  2, 8, 0, 2, 1, -1, 2, 3, 8
CCOC(=O)c1cc(S(=O)(=O)NCCc2ccc(OC)c(OC)c2)cn1C
  3, 3, 2, 5, -2, -1, 0, 13, 8
CC(=O)Nc1ccc(S(=O)(=O)N2CCNC(=O)C2)cc1
  ., 9, -1, ., ., -3, ., ., 5
Cc1onc(C(=O)Nc2c(C)n(C)n(-c3ccccc3)c2=O)c1[N+](=O)[O-]
  3, 5, -6, 1, 4, 2, 8, 8, -4
CN(CC(=O)NCCc1ccc(S(N)(=O)=O)cc1)S(=O)(=O)/C=C/c1ccccc1
  -3, -2, 0, -4, 3, 5, 0, 17, -2
CC(=O)c1c(C)[nH]c(C(=O)N2CCc3ccccc32)c1C
  4, 5, 1, 2, -1, 2, -1, 13, 6
COc1ccc(-c2noc(CN3CCN(C(=O)c4cccs4)CC3)n2)c(OC)c1OC
  8, 15, 0, 2, 4, 7, -4, -4, 5
CCOc1nc2ccccc2cc1C=O
  5, 10, -2, -8, -1, 3, 6, -2, 22
CC(C)CCCN1C(N(C)C)=NC[C@@H]1Cc1ccccc1
  -1, 2, -4, 5, 0, 4, 2, -13, 13
COC(=O)c1c(-c2ccc(F)cc2)csc1NC(=O)c1ccco1
  -9, -2, -4, -3, -4, -3, 0, 6, -11
O=C(COC(=O)c1ccc2c(c1)OCO2)NCc1ccc(Cl)cc1
  -3, 4, -3, 12, 1, 44*, -1, -4, 11
CC(C)N(C(=O)Cn1c(Cl)nc2ccccc21)C(C)C
  -2, 9, -2, 7, -6, -1, 1, -7, -7
Cc1ccccc1NS(=O)(=O)c1cc(C(=O)NCCC2=CCCCC2)ccc1C
  -5, -5, 1, 9, -5, 16, -6, 11, 11
O=C(CCCN1C(=O)/C(=C/c2ccccc2Cl)SC1=S)NNC(=O)c1ccccc1
  -2, -1, -6, 6, -1, 4, -2, -5, -15
CC(C)c1ccc(-c2cc(C(=O)NN3CCN(C)CC3)c3ccccc3n2)cc1
  -3, 3, -1, 2, -3, 0, 3, 7, -11
Oc1ccccc1/C=N/NC(=S)NC1CC2C=CC1C2 (stereo unspecified)
  3, 12, -2, 4, 0, 57*, -28, -11, 10
CCOC(=O)c1nc(-c2ccccc2)oc1N1CCOCC1
  6, 3, 3, 4, 2, -3, 3, -19, 8
CN(C)CCCN(C(=O)c1ccc2ccccc2c1)c1nc2cc3c(cc2s1)OCO3
  -5, 12, -2, 3, -1, 1, 3, -27, -9
CC12CC3(C)CC(C)(C1)CC(C(=O)NCc1cccnc1)(C2)C3
  2, 14, 0, -4, -3, -5, -5, 4, -17
O=P1(c2ccccc2)C=Cn2c1cc1c2CCCC1 (stereo unspecified)
  -6, 2, -4, -12, -8, -9, 2, 11, -4
O=C(NCCC1=CCCCC1)c1ccc(F)c(S(=O)(=O)N2CCOCC2)c1
  10, 1, -2, 0, -2, 0, 8, -11, 8
O=c1oc2ccccc2c2c1ncn2-c1ccccc1
  0, 5, 1, 8, -2, 12, 1, 4, 0
NS(=O)(=O)c1ccc(NN=C2CCN(Cc3ccccc3)CC2)c([N+](=O)[O-])c1
  -1, -2, 3, 2, -1, 2, 3, 23, -4
c1ccc(Nc2ccnc(Nc3ccccc3)n2)cc1
  3, 6, 3, -3, -5, 1, -9, 13, 15
O=C1C2CCCN2C(c2ccccc2)N1c1ccc(F)cc1 (stereo unspecified)
  -2, 5, -3, 9, 4, -4, 4, -5, 3
Nc1nc(-c2ccc3c(c2)CCC(=O)N3)cs1
  1, 1, -3, -14, 1, 16, -2, -3, 15
Cc1cccc(NC(=O)c2cc(NC(=O)C3CC=CCC3C(=O)O)ccc2N2CCOCC2)c1 (stereo unspecified)
  -3, 8, -1, 3, 1, -8, 3, 0, 9
Cc1ccc(NC(=O)CSc2n[nH]c(=O)n2C2CC2)cc1S(=O)(=O)N1CCOCC1
  3, 2, 5, 10, 5, -3, 8, -9, 2
Cc1cccc(-c2noc(CCC(=O)Nc3ccc(C(N)=O)cc3)n2)c1
  0, ., 3, 76*, 2, ., -10, 0, -9
O=C(COC(=O)c1n[nH]c2ccccc12)c1cc(F)ccc1F
  -1, 9, -3, -5, -2, -3, 12, -11, 17
O=C(Nc1nnc(C2CC2)s1)C1COc2ccccc2O1 (stereo unspecified)
  18, 5, -1, -3, 4, -6, 5, -2, 19
OCCN(Cc1ccccc1)CC(O)COc1ccc2c(c1)OCO2 (stereo unspecified)
  3, -1, -1, -2, -3, 0, 1, 7, -6
CC(C)(C)Cc1nnc(NC(=O)CN2C(=O)c3ccccc3C2=O)s1
  2, 2, -2, 2, 2, 2, -6, 12, 1

# Going on with the list:
# Every second line gives: LYPLA2 counter, PAFAH1B3 inh, PAD4 FP inh, EBNA-1 inh, LYPLA1 inh, PAFAH2 FP inh, GSTO1 counter, ZTA DNA inh, PREPL inh
O=C(c1ccco1)N1CCN(S(=O)(=O)c2ccc3c(c2)OCCO3)CC1
  4, 3, -1, -7, 3, 4, -3, 1, -8
CCN(CC)c1ccc2cc(-c3nc4ccccc4[nH]3)c(=O)oc2c1
  -2, -3, -5, 1, -2, -10, 3, 2, 22
CCCCCCNC(=O)c1ccc(Br)o1
  -10, -1, -5, -5, -1, 3, 4, 8, -1
CCOC(=O)C(NC(C)=O)(NS(=O)(=O)c1ccccc1)C(F)(F)F (stereo unspecified)
  -3, 8, -1, 4, 0, 4, 2, 10, -6
CCCCCCCC(=O)NC(Nc1ccccc1OC)C(Cl)(Cl)Cl (stereo unspecified)
  -12, 4, -1, -6, -10, -2, -1, 0, 8
CCOc1ccc(CCNC(=O)COC(=O)c2c(C)nn(-c3ccccc3)c2C)cc1OCC
  -2, 6, -1, 4, -1, -5, 2, 0, 2
O=C(CCSc1ccccc1)NCCSc1ccccn1
  -3, -1, 0, -13, -5, -8, 1, -12, 10
CCN(CC)S(=O)(=O)c1ccc(OC(C)C)c(N)c1
  2, 6, 5, -2, 1, -2, 2, -1, -8
OCCN1CCN(CC(O)COc2ccc(-c3ccccc3)cc2)CC1 (stereo unspecified)
  -1, 4, -11, -2, 2, -3, 14, -7, -1
O=C1C(Cl)=C(NCC2CCCO2)C(=O)N1Cc1ccccc1 (stereo unspecified)
  0, 7, -2, 7, 1, -2, 18, -7, 10
COc1ccccc1OCC(=O)Nc1ccc(S(=O)(=O)N2CCCC2)cc1
  1, 4, -3, 1, -1, -2, -1, -2, -7
O=C(O)c1cccc(S(=O)(=O)NCC2COc3ccccc3O2)c1 (stereo unspecified)
  ., 2, -1, ., ., 3, ., ., -6
O=C(N=C1SC2CS(=O)(=O)CC2N1c1ccc(OC(F)(F)F)cc1)C1CC1 (stereo unspecified)
  -2, 0, -2, -7, 4, -3, 0, -17, 7
O=C(c1cc(S(=O)(=O)N2CCCC2)c(Cl)cc1Cl)N1CCCC1
  -2, 3, 4, 1, -3, 0, 3, 9, -4
Cc1ccc(Sc2ncccc2[N+](=O)[O-])cc1
  -1, -5, -8, -20, 4, -6, -7, -1, 8
O=C(c1ccc(CS(=O)c2ccccc2Cl)o1)N1CCN(c2ccccc2)CC1 (stereo unspecified)
  1, 3, 4, -6, 2, 8, 4, -12, 17
Cc1cc(Cl)ccc1NC(=O)CN1CCCC1
  2, -5, 3, 9, 2, 4, 3, 9, 3
Cc1c(NC(=O)COC(=O)c2ccc(Br)o2)c(=O)n(-c2ccccc2)n1C
  3, 3, 0, 3, 3, -7, 8, -19, 17
Cc1cccc(NC(=O)c2cccc(C(=O)Nc3cccc(C)n3)c2)n1
  -2, 8, 0, -2, -9, -2, 6, -3, -7
CCCC(=O)Nc1ccc(C(=O)Nc2nnc(COCC)s2)cc1
  -3, 6, -5, 1, -3, -6, 6, 15, 2
CO/N=C(\C)c1ncc(C(F)(F)F)cc1N1CCOCC1
  0, 0, -4, 8, -1, -5, -3, -2, -5
